# High-throughput results from PubChem.
# LMNA splice mod: modulators of lamin A splicing. HeLa LMNA splicing GFP/RFP minigene ratio, 48 h. Potency, µM (highest dose often 46.1 µM), for the others: at the top dose ratio change, negative = inhibition, usual class: inhibitors. 200,000 tested, 0.01% active. AID 1487; active means well fitted inhibition curve with a large enough effect in the signal ratio, with a control signal flat, not every such curve was filed as active; inconclusive means small, poorly fitted or top-dose-only effect, or effect the other way, or a change in a side signal; the % refers to the signal ratio; further: potency means the concentration at half of the fitted maximal effect; on the % scale 0 is the no-effect control and ±100 the full control effect
#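 Read-out is the ratio of GFP to DsRed2 object intensity, acquired by 488 nm laser-scanning cytometry on HeLa lamin A-EGFP minigene reporter cells. Compound incubation 48 hrs at 37 °C in Opti-MEM with 2% FBS; DMSO 0.5% final.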
# Epigenetic derep: derepresses silenced GFP reporter in murine cells; murine LDR cells, GFP reporter derepression, 30 h; Potency, µM (titrated, usually from 53.9 µM), without a hit: at the highest dose GFP activation, hits mostly activators; 280,000 tested, 0.2% active; AID 1865; further: potency means the concentration at half of the fitted maximal effect; % of control where 0% means no effect; nearly all actives have a fitted effect of over 60% in size
#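 Readout is the number of GFP-expressing murine LDR cells, counted by cytometry following washing. Cells were treated with compound for 30 h at 37 C; the stably integrated CMV-GFP locus is normally silent.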
# IMPase Li inh: membrane-permeable IMPase blocker, potentiated with lithium; 210,000 tested, 0.35% active; AID 1457; Potency, µM (titrated, usually from 59.4 µM), without a hit: top-dose activity, negative = IMPase inhibition, actives largely listed as inhibitors; CHO-M1 cells, IP1 TR-FRET (IP-One), carbachol + lithium;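 further: IP1 builds up when IMPase is blocked and the TR-FRET signal falls; potency means the concentration at half of the fitted maximal effect; plate controls were basal vehicle for no effect and high inhibitor control for full effect; nearly all actives have a fitted effect of over 50% in size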
#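 IP1 accumulation measured by competitive TR-FRET in lysed CHO-M1 cells after 30 min compound exposure at 37C, with a small lithium addition to potentiate weak responses. Hill-equation AC50 from ratio and donor-channel data.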
# CBFb RUNX1 block: CBF-beta/RUNX1 interaction disruption; Q01196+Q13951; AlphaScreen CBFb-His/RUNX1-biotin binding, biochemical; Potency, µM (highest dose often 59.8 µM), for the others: top-dose activity, negative = inhibition, actives largely listed as inhibitors; 230,000 tested, under 10 active; AID 1477; further: % of control where 0% means no effect
# Target sequence (Q01196 whole entry, looked up): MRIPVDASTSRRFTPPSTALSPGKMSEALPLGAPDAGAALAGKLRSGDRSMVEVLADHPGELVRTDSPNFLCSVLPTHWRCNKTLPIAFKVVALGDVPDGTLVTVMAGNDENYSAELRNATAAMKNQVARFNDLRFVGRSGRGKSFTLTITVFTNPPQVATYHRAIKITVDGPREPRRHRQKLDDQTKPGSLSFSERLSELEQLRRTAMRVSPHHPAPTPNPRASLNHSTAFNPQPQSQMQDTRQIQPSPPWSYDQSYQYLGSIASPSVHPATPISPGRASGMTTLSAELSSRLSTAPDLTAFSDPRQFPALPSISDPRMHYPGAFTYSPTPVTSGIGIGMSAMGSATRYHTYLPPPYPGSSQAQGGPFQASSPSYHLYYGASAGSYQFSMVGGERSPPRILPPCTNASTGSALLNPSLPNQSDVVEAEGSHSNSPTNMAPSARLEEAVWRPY
# Target sequence (Q13951 whole entry, looked up): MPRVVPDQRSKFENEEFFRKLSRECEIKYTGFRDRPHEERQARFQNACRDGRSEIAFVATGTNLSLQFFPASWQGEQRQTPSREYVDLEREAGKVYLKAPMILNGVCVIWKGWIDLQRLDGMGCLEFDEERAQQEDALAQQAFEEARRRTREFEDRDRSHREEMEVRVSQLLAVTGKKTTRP
#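 CBF-beta (His) and RUNX1 (biotin), 30 nM each; 20 min preassociation; + compound, 15 min; + beads 50 ng each (Ni, streptavidin), 90 min; RT; AlphaScreen read.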
# Luc counter: counter-screen: inhibitors of Kinase-Glo firefly luciferase. 200,000 tested, 0.28% active. AID 1379. Kinase-Glo luciferase, ATP luminescence, 8 min. Potency, µM (doses to about 38.3 µM), for the others: at the highest dose activity change, negative = inhibition, usual class: inhibitors; further: potency means the concentration at half of the fitted maximal effect; on the % scale 0 is the no-effect control and ±100 the full control effect; nearly all actives have a fitted effect of over 60% in size
#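 Recombinant Kinase-Glo luciferase, 10 uM ATP (linear range), luciferin; imidazole pH 7.2 / KCl / MgCl2 / Tween / BSA buffer; 8 min RT; luminescence.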
# NPSR antagonist: antagonists of human neuropeptide S receptor cAMP signaling; 220,000 tested, 1% active; AID 1461; CHO-NPSR cells, cAMP TR-FRET, antagonist mode; Q6W5P4; Potency, µM (top dose mostly 38.3 µM), for the others: top-dose activity change, negative = inhibition, usual class: inhibitors; further: potency means the concentration at half of the fitted maximal effect; on the % scale 0 is the no-effect control and ±100 the full control effect; nearly all actives have a fitted effect of over 50% in size; many of its hits are not listed in these tables
# aGal spleen mod: alpha-galactosidase A (human) modulation; P06280; Potency, µM (series often up to 80 µM), for the others: at the top dose activity change, negative = inhibition, most hits filed as inhibitors; human spleen homogenate, 4MU-alpha-Gal fluorescence, 40 min; 240,000 tested, 0.008% active;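 further: potency means the concentration at half of the fitted maximal effect; 0% = enzyme with vehicle and -100% = no enzyme basal signal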
# Target sequence (P06280 32-429 limits assumed): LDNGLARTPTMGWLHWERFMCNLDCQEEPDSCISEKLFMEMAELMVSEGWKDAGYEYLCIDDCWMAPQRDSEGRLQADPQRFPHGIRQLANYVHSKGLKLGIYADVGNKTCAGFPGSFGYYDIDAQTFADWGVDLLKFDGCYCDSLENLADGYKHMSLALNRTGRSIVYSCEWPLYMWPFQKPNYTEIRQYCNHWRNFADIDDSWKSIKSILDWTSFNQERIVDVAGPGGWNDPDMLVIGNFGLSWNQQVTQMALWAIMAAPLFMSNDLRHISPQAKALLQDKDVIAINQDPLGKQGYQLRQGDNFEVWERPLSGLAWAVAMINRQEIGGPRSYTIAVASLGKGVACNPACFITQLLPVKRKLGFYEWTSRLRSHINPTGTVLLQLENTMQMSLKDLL
#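 Inhibition or activation of alpha-galactosidase in human spleen homogenate is scored by 4-MU fluorescence after 40 min at 37C, pH 5.0, with 1 mM substrate. AC50s come from concentration-response fitted to the Hill equation.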
# The depositor's hits bear a star; ? = inconclusive; . = no result given; & = joins results of further samples; [ ] = dose if it differs, or a comment. Unless noted, the call rests on the fitted dose curve; in most records, active means well fitted curve in the direction sought with a large enough effect; inconclusive means small, poorly fitted or top-dose-only effect, or another doubt; inactive means no such curve, though single readings can be large; an effect the other way counts as inactive or inconclusive. This is a subset. The share of hits here may be higher or lower than overall.
no.	mol	LMNA splice mod	NPSR antagonist	Epigenetic derep	aGal spleen mod	CBFb RUNX1 block	Luc counter	IMPase Li inh
1	COc1ccc(C2CC(c3ccc4ccccc4c3)=NN2C(=O)CSc2ncccn2)cc1 (configuration not stated)	?	-13%[46.1 µM]	-0.9%	1%	-15%	.	.
2	CCCCC(=O)C1CCN(Cc2ccccc2)CC1	-5%	-8%[46.1 µM]	-0.4%	2%	-4%	15%	10%[38.3 µM]
3	C=C1C2CC[C@@]3(C)C(c4ccoc4)OC(=O)C[C@@]13OC1CC(=O)C(C)(C)C(CC(=O)OC)[C@]12C (some centres not stated)	.	.	-1.3%	0%	16%	-3%	13%
4	O=c1ccc(Oc2nc(N3CCOCC3)nc(N3CCOCC3)n2)n[nH]1	9%[0.0737 µM]	-3%[46.1 µM]	0.0%	8%	-2%	-1%	-11%[38.3 µM]
5	CO/N=C/NC(=O)C1=NOC(CNc2ncc(C(F)(F)F)cc2Cl)C1 (configuration not stated)	16%	-18%[46.1 µM]	0.3%	-2%	-4%	0%	-10%[38.3 µM]
6	COc1cc([C@H]2[C@@H]3CCCC[C@]3(O)CCN2Cc2ccccc2F)ccc1O	4%	-8%[46.1 µM]	0.4%	1%	2%	0%	-4%[38.3 µM]
7	CCOc1cc(-c2c(C#N)c(N)nc3c2CCc2ccccc2-3)ccc1O	?	-21%[46.1 µM]	2.3%	15%	11%	3%	10%
8	Cc1c(NC(=O)c2ccc3c(c2)C(=O)N(Cc2ccco2)C3=O)cccc1C(=O)O	.	18%	6.8%	0%	-2%	3%	8%
9	COc1ccc(-c2cn3ccc(C)cc3n2)cc1	.	12%	-0.3%	-14%	1%	.	.
10	COc1ccc(CC(=O)OCn2nnc3ccccc3c2=O)cc1	-6%	-10%[46.1 µM]	-3.2%	4%	10%	-5%	-9%
11	CCCCSc1nnc(-c2ccc(C)cc2)c2ccccc12	?	?	0.0%	1%	-2%	-1%	10%
12	CCOc1cc(NC(=O)c2cccs2)c(OCC)cc1NC(=O)c1ccco1	-13%	-8%[46.1 µM]	-1.2%	-10%	1%	-2%	-20%[38.3 µM]
13	O=[N+]([O-])c1ccc(Cl)c(/C=N/Nc2nc(N3CCOCC3)nc(N3CCOCC3)n2)c1	5%	-3%[46.1 µM]	0.8%	10%	-5%	-1%	7%[38.3 µM]
14	Cc1cc(C(C)(C)CC(C)(C)C)ccc1OCCOCC[N+](C)(C)Cc1ccccc1	?	.	-0.3%	1%	19%	-1%	17%&9%
15	Cc1ccc(C(=O)NC2CCN(C(=O)NC3CCCCC3)CC2)cc1	-3%	8%	-1.0%	-2%	-2%	3%	-1%
16	O=C(CCSc1nc(-c2ccco2)cc(C(F)(F)F)n1)NCCN1CCOCC1	14%[46 µM]	5%	-3.0%	-7%	13%	0%	-5%
17	Fc1cc(Br)ccc1Nc1nc2ccccc2n2nnnc12	1%	-2%[46.1 µM]	?	-15%	1%	2%	-8%
18	COc1ccc(/C=N/NC(=O)c2cccnc2)cc1COc1ccc([N+](=O)[O-])cc1	.	-3%	3.1%	1%	-3%	.	.
19	CCOC(=O)c1nnc(-c2ccccc2)[nH]c1=O	-16%[46 µM]	0%	-2.9%	6%	-4%	-1%	11%
20	Nc1c([N+](=O)[O-])cnnc1-c1ccccc1	9%	-4%	17%	13%	6%	-3%	-11%
21	COCCn1c(SCc2ccc(C(=O)OC)o2)nc2cc(Cl)ccc2c1=O	?	-28%[46.1 µM]	-11%	-9%	1%	-1%	29%[38.3 µM]
22	Cc1cc(C(=O)Nn2c(C)nc3ccccc3c2=O)ccc1[N+](=O)[O-]	.	8%	0.0%	-3%	-4%	2%	7%
23	COc1cc2c(cc1OC)C(CCc1ccccc1)=NCC2	.	-3%	0.0%	?	10%	.	.
24	O=C(NCC1CCCO1)c1cc(C(=O)C2CC2)c[nH]1 (configuration not stated)	-6%	9%[46.1 µM]	-0.9%	17%	-2%	2%	-8%
25	Cc1cc(=O)oc2cc(Nc3ccccc3)ccc12	?	13%	3.1%	-1%	5%	-2%	-12%
26	Cc1ccc2c(c1)c1c(n2CC(O)Cn2c(C)nc3ccccc32)/C(=N\O)CCC1 (configuration not stated)	?	-20%[46.1 µM]	-3.4%	5%	-18%	0%	6%
27	COc1ccc(OC)c(S(=O)(=O)N2CCc3ccccc32)c1	2%	-14%[46.1 µM]	0.9%	-6%	10%	3%	40%[activator][38.3 µM]
28	CC(C)n1c(Oc2ccc(F)cc2)nc2c1c(=O)n(C)c(=O)n2C	.	48%	1.5%	-4%	3%	-3%	2%
29	O=c1oc2ccccc2cc1-c1nc2ccccc2o1	16%	-9%[46.1 µM]	2.8%	?	6%	?	-18%[38.3 µM]
30	Cc1noc(C)c1C(=O)N1CCC2(CCN(Cc3ccc(C#N)cc3)CC2)CC1	.	.	.	-12%	.	-2%	17%
31	CCOc1ccc(C(=O)NC2CCN(C(=O)N3CCCC3)CC2)cc1	-2%	10%	-1.0%	29%	-8%	-1%	1%
32	O=C(CCc1nnc(Cc2c[nH]c3ccccc23)o1)NC(C1CC1)C1CC1	19%[46 µM]	-7%	2.3%	2%	-2%	-5%	9%
33	CN1CCN(C(=S)NC(=O)/C=C/c2cccs2)CC1	-15%[46 µM]	11%	1.1%	-2%	21%	.	.
34	CCn1cc(Br)c(C(=O)Nc2ccc(F)cc2F)n1	.	14%	5.2%	3%	7%	.	.
35	CCCCCSc1nnc(-c2cc(Br)ccc2N)c(=O)[nH]1	?	-15%[46.1 µM]	-1.0%	4%	-7%	.	.
36	COc1ccccc1Oc1ccc2c(c1)C(=O)N(CC1CCCO1)C2=O (configuration not stated)	.	6%	-0.3%	0%	3%	.	.
37	Cc1cnc(CNc2ccnc(-c3c(C)noc3C)n2)cn1	?	.	.	-2%	.	.	6%
38	COC(=O)C(C(=O)OC)C1c2ccccc2C=C(C)N1C(=O)OC (configuration not stated)	-9%[9.22 µM]	.	.	-5%[17.5 µM]	7%[13.1 µM]	-2%[7.66 µM]	2%
39	Nc1ccc(S(=O)(=O)NC2=NCCCCC2)cc1N	4%[46 µM]	6%	-1.4%	-6%	-6%	-2%	3%
40	Cc1cc(C)c2c(CCl)cc(=O)oc2c1	14%[46 µM]	38%	3.2%	2%	5%	.	.
41	CC(Oc1ccc(C#N)cc1)C(=O)c1ccc(F)c(F)c1 (configuration not stated)	.	-13%	0.8%	4%	4%	0%	2%
42	CCOc1ccccc1NC(=S)N1CCC(c2nc3ccccc3o2)CC1	-4%	-13%	0.0%	15%	-4%	-2%	0%
43	Cn1c(=O)c2c(O)c(C=NCc3ccccc3)c(=O)n(C)c2n(C)c1=O	.	-19%	-0.3%	0%	11%	.	.
44	Cc1[nH]nc2c1C(c1ccccc1)C1=C(CC(C)(C)CC1=O)N2 (configuration not stated)	-9%	-12%[46.1 µM]	0.0%	5%	0%	.	.
45	O=C(COC(=O)Cc1c(Cl)cccc1Cl)NCCC1=CCCCC1	-1%	-19%	1.0%	-8%	8%	2%	-7%
46	O=C(O)COCC(=O)Nc1cc(C(F)(F)F)cc(C(F)(F)F)c1	.	-20%	3.7%	-3%	3%	.	.
47	CC1(C)CC(=O)c2cc(NC(=O)c3ccc(F)cc3)c(=O)oc2C1	4%[46 µM]	-51%	1.1%	-11%	1%	-2%	6%
48	CNC(=O)Cn1ncc2c(C)n(Cc3ccc(C)cc3)c(C)c2c1=O	5%	-8%[46.1 µM]	1.1%	-1%	1%	5%	-3%[38.3 µM]
49	COc1ccc(N=C2S/C(=C\c3ccc(OC(C)C(=O)O)c(OC)c3)C(=O)N2CCc2c[nH]c3ccccc23)cc1 (configuration not stated)	-4%[46 µM]	50%	-5.6%	-5%	?	3%	10%
50	COc1ccccc1N=CC=C1OC(C)(C)C(C)(C)O1	.	-37%	3.4%	5%	-2%	13%	3%
51	O=C(CC1Oc2ccccc2NC1=O)NCCCN1CCN(Cc2ccccc2)CC1 (configuration not stated)	0%	3%[46.1 µM]	9.1%	3%	-2%	-1%	0%[38.3 µM]
52	C=CCNC(=O)c1ccc(C2SCC(=O)N2Cc2ccco2)cc1 (configuration not stated)	18%[46 µM]	-11%	0.9%	-3%	-10%	-2%	18%
53	O=C(COC(=O)CCc1c[nH]c2ccccc12)NCc1ccc2c(c1)OCO2	.	1%	-5.9%	3%	-1%	1%	-3%
54	CCOCCOCC	.	.	.	2%	11%[21.7 µM]	.	7%
55	O=C(NCCCN1CCCC1=O)NC1CCCCC1	2%	-10%[46.1 µM]	-1.5%	6%	-2%	0%	-11%[38.3 µM]
56	Cc1cccc(-c2nc3c(c(SCC(=O)N4CCOCC4)n2)CCCC3)c1	-3%	-11%[46.1 µM]	0.1%	3%	16%	-1%	9%
57	O=C(CSc1ncnc2ccccc12)Nc1cc(S(=O)(=O)N2CCCCC2)ccc1Cl	?	-20%	-1.0%	1%	-7%	2%	3%
58	COC(=O)c1c(N2C(=O)CC(Sc3ccccc3C(=O)O)C2=O)sc(C)c1C (configuration not stated)	.	-41%	0.0%	8%	-1%	3%	-5%
59	CC1CN(C(=O)c2cc3cc([N+](=O)[O-])ccc3s2)CC(C)O1 (configuration not stated)	0%[46 µM]	-10%	-0.1%	6%	3%	0%	-8%
60	Cc1ccccc1C(OCC(O)CN1CCCCC1CCO)c1ccccc1 (configuration not stated)	4%	-4%[46.1 µM]	0.0%	5%	-4%	-3%	6%[38.3 µM]

# From no. 49 as far as 50, copied from above:
no.	mol	LMNA splice mod	NPSR antagonist	Epigenetic derep	aGal spleen mod	CBFb RUNX1 block	Luc counter	IMPase Li inh
49	COc1ccc(N=C2S/C(=C\c3ccc(OC(C)C(=O)O)c(OC)c3)C(=O)N2CCc2c[nH]c3ccccc23)cc1 (configuration not stated)	-4%[46 µM]	50%	-5.6%	-5%	?	3%	10%
50	COc1ccccc1N=CC=C1OC(C)(C)C(C)(C)O1	.	-37%	3.4%	5%	-2%	13%	3%

# The results go on.
no.	mol	LMNA splice mod	NPSR antagonist	Epigenetic derep	aGal spleen mod	CBFb RUNX1 block	Luc counter	IMPase Li inh
61	Cc1nc(Cl)sc1C(=O)O	7%	-1%[46.1 µM]	-1.9%	-8%	-3%	-6%	-18%[38.3 µM]
62	CCCn1c(CNC(=O)c2cccs2)nc2ccccc21	1%	-2%[46.1 µM]	-3.1%	-2%	2%	20%	6%[38.3 µM]
63	O=C(NC(=S)N(CCc1ccccc1)CCc1ccccc1)c1ccco1	?	-24%	-1.0%	2%	-10%	3%	25%
64	OC1(CNCc2cn[nH]c2-c2cc3ccccc3o2)CCCCC1	-2%[46 µM]	-9%	-0.1%	9%	1%	-1%	-2%
65	CCOC(=O)N1CCC(n2c(=S)[nH]c3cc(OCC)c(OCC)cc3c2=O)CC1	10%	2%[46.1 µM]	0.0%	1%	9%	2%	-10%[38.3 µM]
